From PubChem
Lipid storage S3 – qHTS Assay for Lipid Storage Modulators in Drosophila S3 Cells | Drosophila S3 cells, BODIPY lipid droplet fluorescence, 18-24 h; cells fed with added oleic acid | Potency in µM for hits, for the others lipid storage change, negative = inhibition, % at the top dose, mostly 46.1 µM | 320,000 tested, 0.64% active; active = well fitted inhibition curve with a large enough effect in the signal ratio, with a control signal flat, not every such curve was filed as active; inconclusive = small, poorly fitted or top-dose-only effect, or effect the other way, or a change in a side signal; the % refers to the signal ratio
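Drosophila S3 cells loaded with oleic acid (400 uM, as added) and compounds at several concentrations; lipid droplets imaged by 488-nm laser-scanning cytometry, 500–530 nm intensity and object ratio to cell channel. Percent activity normalized to 20 uM Triacsin C.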
Lipid storage S3 cell count max – second read-out of Lipid storage S3, no call of its own (marks repeat the call); cell number change, %; measured here: cell count max response;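 cells counted by Cell Tracker Red CMTPX staining in the red channel; peak over a dose series mostly up to 46.1 µM; percent activity relative to internal control wells on each plate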
An asterisk follows results filed as active; i = inactive; ? = inconclusive; nt = not tested or not shown; [ ] = remark or other dose. % is set by controls: 0 for no effect and ±100 for the full control effect; potency is the fitted concentration of half-maximal effect. Some of the compounds tested; count on the stated rates, not on these rows.

SMILES	Lipid storage S3	Lipid storage S3 cell count max
Cc1cc(NC(=O)CSc2nccn2C)n(-c2ccccc2)n1	?	nt
CCN1CCN(Cc2ccccc2NC(=O)Nc2ccc(C)cc2)CC1	i	14
COc1ccc(NC(=O)c2ccc(Oc3ncccn3)cc2)cc1	4%	6
COc1ccc(N(CC(=O)Nc2ccccc2C(=O)NCc2ccco2)S(C)(=O)=O)cc1	?	nt
CCS(=O)(=O)N1CCC(C(=O)NCC2CCCO2)CC1 (stereo not given)	?	nt
CC(=O)Nc1ccc(S(=O)(=O)N(C)CC(=O)OCC(=O)NCc2ccco2)cc1	?	nt
COc1cccc(NC(=O)c2ccccc2SC)c1	?	nt
CC(C)c1nc(SCC(=O)Nc2c[nH]c(=O)[nH]c2=O)c2cnn(-c3ccccc3)c2n1	?	nt
CCOc1ccc(CN2CCNC(=O)C2CC(=O)N(C)C2CCCCC2)cc1 (stereo not given)	i	13
Cc1ccc2cc(CN(c3ccc(C)c(C)c3)S(C)(=O)=O)c(=O)[nH]c2c1	?	nt
COc1ccccc1NC(=O)NCC(c1ccco1)N1CCCCC1 (stereo not given)	10%	1
CCCS(=O)(=O)N1CCCC(C(=O)NCCCN(Cc2ccccc2)C(C)C)C1 (stereo not given)	-6%	-7
CCCCc1cc(=O)oc2cc(C)cc(OCC(=O)NCC3CCC(C(=O)O)CC3)c12 (stereo not given)	0%	nt
CCN(Cc1ccccc1)C(=O)c1cc2c(=O)oc3ccc(C)cc3c2s1	?	nt
CCOc1ccsc1C(=O)O	-1%	19
Cn1c[n+](C)cc1-c1ccc(/C(N)=N/O)cc1	1%	14
COc1ccc(C(=O)NC(=S)Nc2ccccc2N2CCOCC2)cc1Br	?	nt
C=CCN(c1ccc(C(=O)OC)cc1)S(=O)(=O)c1ccccc1	9%	nt
COc1cccc(NC(=O)CSc2nc3c(sc4ccccc43)c(=O)n2CCN(C)C)c1	2%	-14
Cc1onc(-c2ccccc2)c1C(=O)NCc1ccc2c(c1)OCO2	?	nt
COC(=O)C1C2C=CC3(CN(Cc4ccco4)C(=O)C13)O2 (stereo not given)	?	nt
Cc1cccn2c(=O)c(/C=C(\C#N)C(N)=O)c(N3CCN(c4cccc(Cl)c4)CC3)nc12	?	nt
O=C(Nc1cc2c(cc1C(=O)O)OCCCO2)c1ccc(F)cc1F	?	nt
Cc1ccc(S(=O)(=O)N2CCOCC2)cc1C(=O)Nc1ccc2c(c1)OCCO2	?	nt
CC(=O)C(Cc1ccc(Cl)nc1)Cc1ccc(Cl)nc1	1%	2
CC(C)CN(C(=O)Cn1c(C(F)(F)F)nc2ccccc21)C1CCS(=O)(=O)C1 (stereo not given)	?	nt
COc1cc(/C=C/CN2CCC(Oc3ccc(C(=O)N4CCCC4)cc3)CC2)ccc1O	-14%	-4
Cc1ccc(NC(=O)CCC(=O)c2cccs2)cc1	?	nt
Cc1ccc(Sc2ccc(CN3CCCCC3)cc2[N+](=O)[O-])cc1	?	nt
COc1cc(-c2nc(Cc3c(F)cccc3Cl)no2)cc(OC)c1OC	?	nt

Some of the entries so far, with two lines to a compound:
The line under a structure holds: Lipid storage S3	Lipid storage S3 cell count max
> Cc1cccn2c(=O)c(/C=C(\C#N)C(N)=O)c(N3CCN(c4cccc(Cl)c4)CC3)nc12
    ?	nt
> Cc1ccc(NC(=O)CCC(=O)c2cccs2)cc1
    ?	nt
> CC(=O)C(Cc1ccc(Cl)nc1)Cc1ccc(Cl)nc1
    1%	2
> Cc1ccc(Sc2ccc(CN3CCCCC3)cc2[N+](=O)[O-])cc1
    ?	nt
> COc1cccc(NC(=O)CSc2nc3c(sc4ccccc43)c(=O)n2CCN(C)C)c1
    2%	-14
> O=C(Nc1cc2c(cc1C(=O)O)OCCCO2)c1ccc(F)cc1F
    ?	nt

(cont.)
SMILES	Lipid storage S3	Lipid storage S3 cell count max
CCC(C)COC(c1ccccc1)(c1ccccc1)C(Oc1nc(C)cc(C)n1)C(=O)O (stereo not given)	i	nt
CC(C)CC(=O)Nc1nnc(SCC(=O)NCc2ccco2)s1	?	nt
O=C(NCC1CCCCC1)C1CCCN(C(=O)NC2CCCCC2)C1 (stereo not given)	?	nt
CCOC(=O)c1cc(NC(=O)N2CCCCC2)c(C)nc1C	i	-7
COc1cc(/C=C2\SC(=S)N(C(C(=O)O)c3ccccc3)C2=O)cc(OC)c1OC (stereo not given)	-14%	-12
CC(=O)Nc1ccc(NC(=O)C2CC(=O)N(Cc3ccco3)C2)cc1 (stereo not given)	?	nt
COc1ccc(/C(C)=N/NC(=O)C2CC2)cc1	9%	5
COc1cccc(C(=O)Nc2ccc(NC(=O)C3CCCCC3)nc2)c1	?	nt
O=C(COC(=O)CSc1ccc2ccccc2c1)Nc1ccccc1OC(F)F	5%	2
COc1ccccc1CNC(=O)CSc1ccsc1[N+](=O)[O-]	2%	nt
O=C(COC(=O)c1cc([N+](=O)[O-])ccc1N1CCOCC1)Nc1c(Cl)cccc1Cl	?	nt
C=C(C)CN(CC)C(=O)CN1C(=O)NC2(CCCc3ccccc32)C1=O (stereo not given)	9%	nt
[N-]=[N+]=NC[C@H](Cc1ccccc1)N1CCN(Cc2ccccc2)CCC1=O	?	nt
O=C(NC1CC1)C1CCCN(C(=O)NC2CCCCC2)C1 (stereo not given)	2%	nt
CCCn1c(SCC(=O)N2CC(=O)Nc3ccccc32)nc2ccccc21	4%	2

Molecules above containing an NH in an aromatic ring (2):
SMILES	Lipid storage S3	Lipid storage S3 cell count max
CC(C)c1nc(SCC(=O)Nc2c[nH]c(=O)[nH]c2=O)c2cnn(-c3ccccc3)c2n1	?	nt
Cc1ccc2cc(CN(c3ccc(C)c(C)c3)S(C)(=O)=O)c(=O)[nH]c2c1	?	nt

Remaining list, next part.
SMILES	Lipid storage S3	Lipid storage S3 cell count max
CCOC(=O)C1(C)NC(c2ccc(OC)cc2OC)C2C(=O)N(c3cccc(OC)c3)C(=O)C21 (stereo not given)	14%[9.22 µM]	nt
C=CCOC(=O)C1=C(C)Nc2nnnn2C1c1cccc(OC)c1OC (stereo not given)	?	nt
COc1c(C)cc(Br)cc1C(=O)Nc1cccc(NC(=O)c2ccco2)c1	?	nt
O=C1C2C3C=CC(C2C(=O)N1c1ccc(O)cc1)C1C2C(=O)N(c4ccc(O)cc4)C(=O)C2C31 (stereo not given)	?	nt
Cc1cc(C)c(S(=O)(=O)N2CCCCC2CCNC(=O)C(=O)NCC2CCCO2)c(C)c1 (stereo not given)	?	nt
CCC(/C=N/Nc1ccc(S(=O)(=O)N2CCCC2)cc1[N+](=O)[O-])CC	-6%	nt
O=C1CC(SC2=NCCS2)C(=O)N1c1cccc(Cl)c1Cl (stereo not given)	1%	1
COc1ccc(CCNC(=O)Cn2c(=O)n(CCCC(=O)NCc3ccco3)c(=O)c3sccc32)cc1OC	?	nt
COc1ccc(OCc2cc(C(=O)N[C@H]3CCCCNC3=O)no2)c(Cl)c1	7%	nt
CCN(CC)C1CCN(C(=O)c2ccc(OC3CCN(CCc4ccccc4)CC3)cc2)C1 (stereo not given)	?	nt
O=C(COC(=O)C1CC2C=CC1C2)Nc1cccc(S(=O)(=O)N2CCCCCC2)c1 (stereo not given)	3%	5
O=C(CSc1nnc(COc2ccc(Br)cc2)o1)NC1CCCCC1	?	nt
CC1CCCN(S(=O)(=O)c2coc(C(N)=O)c2)C1 (stereo not given)	6%	7
CN(Cc1ccon1)C(=O)CC1C(=O)NCCN1Cc1ccccc1C(F)(F)F (stereo not given)	9%	10
N#C/C(=C\c1ccc(OC(=O)c2ccc(Br)s2)cc1)c1nc2ccccc2[nH]1	?	nt
CCNc1nnc(-c2ccncc2)s1	?	nt
COCCCN(CC(=O)O)S(=O)(=O)c1cccc(Cl)c1	?	nt
O=C(O)c1cccc(S(=O)(=O)NCCc2ccccc2)c1	6%	-1
Cc1nc(SCn2nnc3ccccc3c2=O)nc(C)c1C	?	nt
CCN(CC(=O)Nc1c(F)cccc1F)C(=O)/C=C/c1cn(Cc2ccccc2)nc1-c1cccnc1	-1%	16
Cc1csc(=Nc2ccccc2)n1CCO	1%	6
O=C(NCc1ccco1)Nc1ccc([N+](=O)[O-])cc1	?	8
O=C1C(=O)N(c2ccccn2)C(c2ccc(F)cc2)/C1=C(/O)c1ccc(Br)cc1 (stereo not given)	?	nt
O=C(CSc1nnc(C2CC2)n1Cc1ccccc1)Nc1cccnc1Cl	?	nt
COC(=O)c1cc(NC(=O)c2c(-c3c(Cl)cccc3Cl)noc2C)ccc1N1CCOCC1	?	nt
COc1ccc(CCNC(=O)CSc2nc3[nH]ncc3c(=O)n2-c2ccccc2OC)cc1OC	23%	nt
O=C1c2ccccc2S(=O)(=O)N1CC(O)COc1ccc(Br)cc1 (stereo not given)	13%	2
O=C(c1ccc2c(c1)OCCO2)C1CCN(S(=O)(=O)c2cccc(F)c2)CC1	?	nt
CCn1c(SCC(=O)Nc2nccs2)nnc1-c1cccnc1	-6%	3
CC(=O)C(=Nc1ccc(Cl)cc1Cl)NNc1cccc(Cl)c1	?	nt
CC1CCCCN1C(=O)c1ccc(OC2CCN(S(=O)(=O)N(C)C)CC2)cc1 (stereo not given)	-5%	5
CC(=O)NCC1CCCN(C(=O)c2ccc(OC3CCN(Cc4ccccn4)CC3)cc2)C1 (stereo not given)	i	-3
Cc1cc(NC(=O)CSc2ccc3nnc(-c4ccccn4)n3n2)no1	i	nt
COc1ccc(C=O)cc1CSc1ccccn1	7%	1
CC(=O)Nc1ccc(NC(=O)c2ccc3c(c2)C(=O)N(c2ccccc2C)C3=O)cc1	?	nt
O=C(CN1C(=O)CCC1=O)NNc1ccc2ccccc2c1	?	nt
CCCC(=O)Nc1ccc(C(=O)n2ccc(C)n2)cc1	1%	7
COc1cccc(CN(C)C(=O)c2cc(S(=O)(=O)N3CCN(c4ccccc4)CC3)ccc2Cl)c1	?	nt
CSc1ncccc1C(=O)N1CCN(S(=O)(=O)c2ccc(C)cc2)CC1	4%	24
Cc1cc(C(=O)Nc2nc3ccc(Cl)cc3s2)nn1C	14%	13
O=S(=O)(CCc1nc2ccccc2o1)c1ccc(Cl)c(Cl)c1	?	nt
Cc1ccccc1-c1noc(-c2ccc(Cl)cc2)n1	3%	7
Cc1ccc(NC2CCCN(C(=O)c3cn4cc(Cl)ccc4n3)C2)cc1C (stereo not given)	?	nt
CC(=O)c1sc(NC(=O)c2ccc(Cn3cc(Br)cn3)o2)nc1C	?	nt
COC(=O)C1=C(C(=O)OC)SC2(S1)C(C(=O)OC)=C(C(=O)OC)SC1=C2c2cc(C)ccc2NC1(C)C	?	nt
O=C(CSc1nc2ncccc2[nH]1)NCc1ccccc1	8%	-20
CCCOc1ccc(-c2nnn(CC(=O)N3CCCC(C)C3)n2)cc1 (stereo not given)	12%	4
Cc1cc(C(=O)N2CCc3ccccc3C2)n[nH]1	?	nt
Cc1cc(C)n(-c2ccc(NC(=O)C3CCCCN3C(=O)c3sccc3C)cc2)n1 (stereo not given)	i	-14
O=C(N/N=C/c1ccc(OCc2ccccc2)cc1)c1ccc(O)cc1	?	nt
CS(=O)(=O)N1CCC(C(=O)Nc2cc(Cl)cc(Cl)c2)CC1	?	nt
CCOc1ccc(CCNC(=O)CCn2ccc3cc(S(=O)(=O)N4CCCC4)ccc32)cc1	?	nt
O=C(O)CCC1(CCC(=O)O)c2ccccc2-c2ccccc21	?	nt
c1ccc(Nc2ccnc(Nc3ccccc3)n2)cc1	3%	-30
Cn1cc(CN2CCN(CC(C)(C)C)C(CCO)C2)c2ccccc21 (stereo not given)	?	nt
CC(=O)c1cccc(NC(=O)NNC(=O)CCC(=O)Nc2ccc(C)c(C)c2)c1	?	nt
Cc1csc(NC(=O)c2cc(C)nc3ccccc23)n1	?	nt
CCOC(=O)N1CCN(C(=O)COC(=O)c2cc(Cl)c(O)c(Cl)c2)CC1	?	nt
Cc1cccc(NC(=O)c2ccc(-n3cccn3)c([N+](=O)[O-])c2)c1	-16%	nt
Cc1ccc2[nH]c(=O)c(CN(C)C(=O)c3cccs3)cc2c1	-3%	-12

(further entries)
SMILES	Lipid storage S3	Lipid storage S3 cell count max
COc1ccc(Nc2nc3c(C)cccc3cc2C#N)cc1	21%	10
Cc1coc2c(C)c3oc(=O)c(CCC(=O)NCCC(=O)O)c(C)c3cc12	i	8
COc1ccc(NC(=O)c2sc(SCc3ccccc3)nc2N)cc1	i	nt
Cc1cc(Cl)cc(Cl)c1OCCN1CCCC1	i	-5
CS(=O)(=O)Nc1cccc(C2=NN(C(=O)c3ccccc3)C(c3cccs3)C2)c1 (stereo not given)	?	nt
N=c1c2c3c(sc2ncn1N)CCCCC3	i	nt
O=C(CSc1nc(=O)n2ccccc2n1)N1N=C(c2cccs2)CC1c1ccc(F)cc1 (stereo not given)	21%	-1
O=C(Nc1ccc(Oc2ccc(Br)cc2)cc1)C1=CC=CN2CCS(=O)(=O)N=C12	?	nt
CSCC[C@H](N)C(=O)NC[C@H]1CC[C@H](C(=O)N[C@@H](Cc2ccccc2)C(=O)O)CC1	3%	29
O=C(COc1ccccc1)N=C1SC2CS(=O)(=O)CC2N1c1ccccc1F (stereo not given)	?	nt

Three entries already listed, sorted by the value under Lipid storage S3 cell count max, largest number first.
| Compound | Lipid storage S3 cell count max |
| --- | --- |
| CSCC[C@H](N)C(=O)NC[C@H]1CC[C@H](C(=O)N[C@@H](Cc2ccccc2)C(=O)O)CC1 | 29 |
| COc1ccc(Nc2nc3c(C)cccc3cc2C#N)cc1 | 10 |
| O=C(CSc1nc(=O)n2ccccc2n1)N1N=C(c2cccs2)CC1c1ccc(F)cc1 (stereo not given) | -1 |
